SW480 rereplic – A quantitative high throughput screen for small molecules that induce DNA re-replication in SW480 colon adenocarcinoma cells | SW480 DNA re-replication, Hoechst DNA content imaging, 48 h | Potency, µM (highest dose often 46.1 µM), for inactives: top-dose re-replication activation, usual class: activators | actives 1.8% (n = 340,000) | AID 624297, 2012; note: potency is the fitted concentration of half-maximal effect; % of control where 0% means no effect; nearly all actives have a fitted effect of over 55% in size
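Cells (250 per well) received 23 nL compound or DMSO by pin tool and were kept 48 hr at 37 C, 5% CO2. Nuclei were then stained with Hoechst for 40 min and scanned for DNA content.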
KB-3-1 tox – qHTS assay for MDR1-selective chemotherapeutics: Primary screen using the parental adenocarcinoma cell KB-3-1 | KB-3-1 viability, CellTiter-Glo ATP luminescence, 72 h | Potency, µM (titrated, usually from 46.1 µM), for the others: top-dose activity change, negative = cytotoxic, hits mostly cytotoxic | actives 1.4% (n = 400,000) | AID 1347075, 2019; note: potency is the fitted concentration of half-maximal effect; % is set by controls: 0 for no effect and ±100 for the full control effect; nearly all actives have a fitted effect of over 60% in size
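Using CellTiter-Glo luminescence, growth of non-resistant KB-3-1 adenocarcinoma cells is assessed 72 h after pin-tool compound addition at 37 °C. Normalized responses across the concentration series yield fitted curves.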
MCF10A rereplic – A quantitative high throughput screen for small molecules that induce DNA re-replication in MCF 10a normal breast cells; Potency, µM (titrated, usually from 46.1 µM), inactives show at the highest dose activity, positive = re-replication, usual class: activators; MCF 10A DNA re-replication, Hoechst nuclear intensity, 48 h; actives 2.9% (n = 350,000); note: potency is the fitted concentration of half-maximal effect; % of control where 0% means no effect; nearly all actives have a fitted effect of over 50% in size
HT1080NT lethal – qHTS for induction of synthetic lethality in tumor cells producing 2HG: qHTS for the HT-1080-NT fibrosarcoma cell line; HT-1080-NT fibrosarcoma viability, CellTiter-Glo ATP luminescence, 48 h; Potency, µM (doses to about 46.1 µM), for the others: at the top dose activity, negative = less viability, hits mostly cytotoxic; actives 1.6% (n = 360,000); AID 686970, 2013;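 note: NT is the 2HG producing partner of a matched IDH1 knockdown line; potency is the fitted concentration of half-maximal effect; 0% = DMSO-treated cells and -100% = media-only wells without cells; nearly all actives have a fitted effect of over 55% in size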
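Viability of the 2HG-overproducing fibrosarcoma line after 48 hours of compound exposure at 37 degrees C was determined by luminescence with CellTiter-Glo, and concentration-effect curves were then fitted and categorized.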
IL1B secr inh – qHTS for Inhibitors of Inflammasome Signaling: IL-1-beta AlphaLISA Primary Screen; activity change, % at 57.5 µM; actives 4.7% (n = 360,000); THP-1 LPS/ATP IL-1B secretion, AlphaLISA, 16 h; hits give low values; in the data active = activity change below about -50%; inconclusive = mostly about -30% to -49%; note: % is set by controls: 0 for no effect and ±100 for the full control effect
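Secreted IL-1B measured by AlphaLISA bead assay after 16 h compound exposure of THP-1 cells; compounds (final up to 57.5 uM) added 1 h before LPS (250 ng/mL) and ATP (1.25 mM) stimulation; lower signal means less secretion.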
KB-V1 MDR tox – qHTS assay for MDR1-selective chemotherapeutics: Primary screen using the drug-selected MDR subline cells KB-V1; KB-V1 MDR cells viability, CellTiter-Glo, 72 h; Potency, µM (titrated, usually from 46.1 µM), without a hit: top-dose activity change, negative = cytotoxicity, actives largely listed as cytotoxic; actives 3.4% (n = 400,000); note: potency is the fitted concentration of half-maximal effect; % is set by controls: 0 for no effect and ±100 for the full control effect; nearly all actives have a fitted effect of over 60% in size
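Drug-selected KB-V1 cells, grown in DMEM lacking phenol red with 10% FBS, receive compound titrations; after three days at 37 degrees C, surviving cell ATP is quantified by CellTiter-Glo luminescence and responses normalized and curve-fitted.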
ATXN2 expr inh – Primary qHTS for Inhibitors of ATXN expression | HEK-293 ATXN2-luciferase reporter, luminescence, 24 h | Potency, µM (series often up to 57 µM), without a hit: at the top dose activity change, negative = inhibition, usual class: inhibitors | actives 0.72% (n = 360,000); note: potency is the fitted concentration of half-maximal effect; % is set by controls: 0 for no effect and ±100 for the full control effect; nearly all actives have a fitted effect of over 55% in size
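qHTS (up to 57 uM final) was run with 24 h compound exposure of reporter cells at 37 °C. Each well was multiplexed: SteadyGlo luminescence measured ATXN2-luciferase expression after a fluorogenic Gly-Phe-AFC viability readout (25 uM final).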
WRN inhibitor – qHTS for Inhibitors of WRN Helicase; actives 0.46% (n = 360,000); AID 651768, 2012; Bifunctional 3'-5' exonuclease/ATP-dependent helicase WRN (Homo sapiens), Q14191; Potency, µM (highest dose often 114 µM), inactives show top-dose activity change, negative = inhibition, actives largely listed as inhibitors; WRN helicase unwinding, fluorescent forked duplex, kinetic; note: potency is the fitted concentration of half-maximal effect; % is set by controls: 0 for no effect and ±100 for the full control effect; nearly all actives have a fitted effect of over 55% in size
Target sequence (Q14191 whole entry, looked up): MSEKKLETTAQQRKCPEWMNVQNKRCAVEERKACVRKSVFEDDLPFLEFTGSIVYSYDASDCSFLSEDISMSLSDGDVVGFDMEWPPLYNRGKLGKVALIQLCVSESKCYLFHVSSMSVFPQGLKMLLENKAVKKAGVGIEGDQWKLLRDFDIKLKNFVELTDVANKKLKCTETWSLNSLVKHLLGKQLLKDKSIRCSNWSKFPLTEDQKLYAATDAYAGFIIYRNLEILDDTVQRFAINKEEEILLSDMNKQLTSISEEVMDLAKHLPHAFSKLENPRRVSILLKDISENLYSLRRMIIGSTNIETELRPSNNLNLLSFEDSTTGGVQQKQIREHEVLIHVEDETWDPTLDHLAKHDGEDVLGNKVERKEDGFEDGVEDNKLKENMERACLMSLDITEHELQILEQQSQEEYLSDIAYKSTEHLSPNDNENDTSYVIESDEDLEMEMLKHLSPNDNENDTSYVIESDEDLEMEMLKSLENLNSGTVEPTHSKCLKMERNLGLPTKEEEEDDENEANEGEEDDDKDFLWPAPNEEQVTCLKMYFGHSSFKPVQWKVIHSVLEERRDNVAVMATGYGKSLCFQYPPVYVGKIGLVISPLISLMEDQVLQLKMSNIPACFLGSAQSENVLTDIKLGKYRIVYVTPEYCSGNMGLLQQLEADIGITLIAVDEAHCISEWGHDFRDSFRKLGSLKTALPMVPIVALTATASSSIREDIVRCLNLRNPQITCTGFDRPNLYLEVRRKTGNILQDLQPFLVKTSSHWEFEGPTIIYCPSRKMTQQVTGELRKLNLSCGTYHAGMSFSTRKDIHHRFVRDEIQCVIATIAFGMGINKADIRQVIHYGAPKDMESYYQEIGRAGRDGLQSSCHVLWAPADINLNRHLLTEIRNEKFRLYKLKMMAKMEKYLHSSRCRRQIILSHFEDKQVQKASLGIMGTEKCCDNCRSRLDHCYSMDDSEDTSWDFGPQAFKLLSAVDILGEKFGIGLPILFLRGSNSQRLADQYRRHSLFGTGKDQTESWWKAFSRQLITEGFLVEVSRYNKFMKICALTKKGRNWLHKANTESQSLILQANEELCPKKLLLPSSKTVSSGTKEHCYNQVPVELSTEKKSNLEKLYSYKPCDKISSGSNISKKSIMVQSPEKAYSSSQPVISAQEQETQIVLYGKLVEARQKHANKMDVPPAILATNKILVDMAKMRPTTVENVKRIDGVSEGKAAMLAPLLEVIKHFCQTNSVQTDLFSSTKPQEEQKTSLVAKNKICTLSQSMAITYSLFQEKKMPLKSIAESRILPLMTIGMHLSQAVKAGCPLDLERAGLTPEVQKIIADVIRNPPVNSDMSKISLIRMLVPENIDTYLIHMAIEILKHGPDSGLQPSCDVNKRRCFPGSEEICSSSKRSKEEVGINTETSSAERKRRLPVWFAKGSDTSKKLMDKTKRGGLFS
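WRN at 20 nM final preincubated with compound 15 min at room temperature; reaction started with 100 nM fluorophore/quencher forked duplex oligonucleotide and 2 mM ATP final. Unwinding followed kinetically by red fluorescence (ex 525, em 598 nm).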
HT1080 IDH1KD tx – qHTS for induction of synthetic lethality in tumor cells producing 2HG: qHTS for the HT-1080-IDH1KD cell line | Potency, µM (highest dose often 46.1 µM), inactives show at the top dose activity, negative = toxicity, hits mostly cytotoxic | actives 2% (n = 360,000) | HT-1080 IDH1 knockdown viability, ATP luminescence, 48 h;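 note: potency is the fitted concentration of half-maximal effect; 0% = DMSO wells and -100% = cell-free medium wells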
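Using the IDH1-knockdown HT-1080 line run in the same batch and compound series as the NT line, viability after 48 h at 37 °C was determined by CellTiter-Glo luminescence and expressed as % activity.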
* marks the source's active call; other numbers are inactive results; i = inactive; ? = inconclusive; nt = no result given; [ ] = remark or other dose. Unless noted, calls come from the whole dose curve; as a rule, active = well fitted curve in the direction sought with a large enough effect; inconclusive = small, poorly fitted or top-dose-only effect, or another doubt; inactive = no such curve, though single readings can be large; an effect the other way counts as inactive or inconclusive.

SMILES	SW480 rereplic	KB-3-1 tox	MCF10A rereplic	HT1080NT lethal	IL1B secr inh	KB-V1 MDR tox	ATXN2 expr inh	WRN inhibitor	HT1080 IDH1KD tx
O=C(Nc1ccc(S(=O)(=O)Nc2ccc(F)cc2)cc1)c1ccc(CN2CCOCC2)cc1	?	3.7µM*	?	-26%	?	?	-24%	-2%	?
COc1cc2cc(CN(CCN3CCOCC3)C(=O)Nc3ccc(F)cc3)c(=O)[nH]c2cc1OC	-21%	?	?	-8%	-12	18%	-21%	1%	-4%
CCC1=Nc2cc(C(=O)NCCCN3CCN(C)CC3)ccc2Sc2ccccc21	-14%	-2%	15%	-17%	?	2%	-8%	8%	-20%
CCc1ccc(C(=O)Nc2cc(S(=O)(=O)N3CCOCC3)ccc2N2CCOCC2)cc1	-11%	-4%	15%	4%	-28	22%	5%	1%	-3%
Nc1nc(SCC(=O)Nc2ccc3c(c2)OCO3)n[nH]1	-3%	25%	-5%	11%	12	-2%	8%	-3%	17%
CN(C)CCCNC(=O)c1cc2c3ccccc3n(C)c2s1	-11%	-3%	2%	1%	19	23%	nt	-6%	-1%
O=C(COc1ccccc1[N+](=O)[O-])Nc1ccccc1N1CCCC1	3%	-11%	-5%	-6%	-4	0%	4%	2%	-1%
COc1cc(NC(=O)CCCn2c(=S)[nH]c3ccccc3c2=O)cc(OC)c1OC	-15%	14%	-3%	1%	42	-5%	12%	1%	8%
CCOc1ccc(NC(=O)CN(C)C(=O)c2cc([N+](=O)[O-])ccc2Sc2ccccc2)cc1OCC	-34%[inhibitor]	-26%	19%	-2%	-4	-24%	3%	0%	-9%
CCC(Sc1nc(N)c(NC(=O)c2ccco2)c(=O)[nH]1)C(=O)O (stereo not given)	-24%	-3%	-8%	5%	i	6%	2%	11%	4%
Cc1ccc(C(C(=O)NCc2ccco2)N(C(=O)CNC(=O)c2cccs2)c2ccc(C)cc2)cc1 (stereo not given)	-6%	1%	-3%	-4%	16	-13%	-9%	-4%	4%
CCCOc1cccn2c(N(C)C(=O)c3ccccc3F)c(CC)nc12	nt	0%	nt	?	47	0%	0%	-1%	3%
CCCCN(C(=O)C(C)Oc1ccc(Br)cc1)c1c(N)n(CC(C)C)c(=O)[nH]c1=O (stereo not given)	1%	6%	-1%	0%	40	-26%	3%	-15%	-3%
CCOc1ccc(-n2ccc(=O)c(C(=O)Nc3ccc(S(=O)(=O)Nc4nccs4)cc3)n2)cc1	-16%	4%	-6%	-1%	-11	19%	-5%	?	14%
CCC(C)NC(=S)Nc1ccc2nc(N3CCOCC3)cc(C)c2c1 (stereo not given)	3%	-5%	-15%	-3%	-2	7%	nt	-4%	4%
CN(CC(=O)Nc1ccc(F)cc1)C(=O)c1cccc(S(=O)(=O)N2CCN(c3ccccc3)CC2)c1	24%	?	?	-1%	i	?	-24%	-29%	-14%
C1=C(c2cc3ccccc3cn2)CCCC1	1%	5%	2%	-1%	32	-1%	26%	-9%	18%
CC(=O)c1ccc(OCC(O)CN2CC(C)OC(C)C2)cc1 (stereo not given)	-4%	12%	22%	15%	11	6%	-3%	-8%	7%
O=C(Nc1ccc(C(F)(F)F)cc1-c1ccccc1)c1ccccc1	11%	-1%	-3%	-20%	-15	-3%	?	16%	-24%
CC(C)(C)CC(C)(C)NCC(O)COCCOc1ccc(Br)cc1 (stereo not given)	?	?	?	?	-99*	?	22µM*	4%	21µM*
COc1ccc(OC)c(/C=N\NC(=O)CSc2nnc(CCCc3ccc(OC)c(C)c3)o2)c1	-3%	4%	2%	-19%	-18	3%	-7%	-14%	-23%
CC1(C)CC(=O)C(C=NCCN2CCN(C(=S)NC3CCCCC3)CC2)=C(O)C1	-173%[inhibitor]	4%	-1%	-3%	16	-10%	5%	12%	-1%
Cc1ccccc1Nc1nc(N)nc(CSc2nc3ccccc3s2)n1	-4%	2%	23%	7%	-9	16µM*	6%	-7%	6%
Cc1cc(OC(=O)C(C)(C)C)c([N+](=O)[O-])c(=O)[nH]1	2%	-1%	-2%	17%	10	-4%	-7%	0%	27%
Cc1ccc([C@@H]2CC=C(C(=O)O)[C@H](c3ccc(Br)cc3)N2S(=O)(=O)c2ccccc2C)cc1	-60%[inhibitor]	0%	?	-17%	0	0%	1%	-9%	-30%

A second format for three compounds above:
Every second line gives: SW480 rereplic | KB-3-1 tox | MCF10A rereplic | HT1080NT lethal | IL1B secr inh | KB-V1 MDR tox | ATXN2 expr inh | WRN inhibitor | HT1080 IDH1KD tx
- CCC1=Nc2cc(C(=O)NCCCN3CCN(C)CC3)ccc2Sc2ccccc21
  -14% | -2% | 15% | -17% | ? | 2% | -8% | 8% | -20%
- CCc1ccc(C(=O)Nc2cc(S(=O)(=O)N3CCOCC3)ccc2N2CCOCC2)cc1
  -11% | -4% | 15% | 4% | -28 | 22% | 5% | 1% | -3%
- Nc1nc(SCC(=O)Nc2ccc3c(c2)OCO3)n[nH]1
  -3% | 25% | -5% | 11% | 12 | -2% | 8% | -3% | 17%

(further entries)
SMILES	SW480 rereplic	KB-3-1 tox	MCF10A rereplic	HT1080NT lethal	IL1B secr inh	KB-V1 MDR tox	ATXN2 expr inh	WRN inhibitor	HT1080 IDH1KD tx
C/C(=N\O)C(C)/[N+]([O-])=C/c1nc(C)c(C)n1O (stereo not given)	-5%	17%	2%	14%	8	6%	5%	-1%	14%
O=C(Nc1nnc(-c2ccc(Br)cc2)o1)c1cccc(N2C(=O)CCC2=O)c1	-5%	-7%	11%	-10%	2	-15%	1%	-15%	-14%
CCCc1nc2ccc(C)cn2c1Cc1ccccc1OC	nt	-9%	nt	?	0	?	?	8%	18µM*
O=C(Nc1ccc(N2CCN(C(=O)c3ccccc3)CC2)cc1)c1cc2ccccc2o1	-5%	?	10%	-21%	-97*	?	4%	-9%	?
CCCC(C)n1[nH]c(=O)c2c(C)cc(C)nc21 (stereo not given)	1%	-10%	1%	-1%	-13	-8%	0%	1%	-1%
Cc1nnc(SCC(=O)Nc2ccc(Cl)cn2)s1	-1%	-1%	4%	17%	3	-7%	12%	-12%	13%
Cc1ccc2c(c1)[nH]c1c(=O)n(CCCN3CCOCC3)cnc12	-3%	6%	3%	-4%	20	?	40%[activator]	-34%[57.1 µM]	-4%
CCC(C)CN1C(=O)CSCC1(C)C(=O)NC(C)C (stereo not given)	nt	13%	nt	5%	-13	-5%	nt	1%	6%
Cc1ccc(Cl)cc1N(C(=O)c1csnn1)C(C(=O)NC1CCCC1)c1ccco1 (stereo not given)	10%	2%	23%	16%	-14	-2%	24%	9%[57.1 µM]	0%
O=C(Nc1ccccc1)Nc1cc(Cl)cc(Cl)c1	16%	?	?	16µM*	-82*	?	?	-4%	15µM*
CCN(CC)C(=O)Cn1cc(/C=C(\C#N)C(=O)N2CCN(c3ccccc3)CC2)c2ccccc21	0%	-3%	?	5%	-7	-2%	-1%	-2%	3%
Cc1ccc(OCC(O)CNCc2ccccc2)cc1C (stereo not given)	19%	-11%	15%	-3%	?	-6%	-34%	2%	-12%
O=C(c1cccc(S(=O)(=O)N2CCc3ccccc3C2)c1)N1CCN(c2ccccc2)CC1	7%	-27%	?	0%	-9	?	-13%	-4%	-22%
O=C(COC(=O)CCC(=O)c1cccs1)Nc1ccccc1[N+](=O)[O-]	-37%[inhibitor]	-6%	?	0%	15	-4%	-34%	6%	0%
Cc1cccc(NC(=S)NN(Cc2ccccc2)c2ccccc2)c1C	-1%[9.22 µM]	?	23%	-4%	-1	?	-14%	1%	-6%
O=C(Nc1ccccc1C(=O)Nc1ccccn1)c1cc(F)c(F)cc1Cl	-26%	-17%	17%	2%	-3	-12%	2%	3%	-10%
CCCCN(C(=O)CN1CCOCC1)c1c(N)n(CC(C)C)c(=O)[nH]c1=O	3%	-15%	-6%	-1%	3	?	-11%	3%	3%
CN(C(=O)c1ccccc1C(=O)OCC(=O)NCc1cccs1)C1CCCCC1	5%	-16%	2%	-5%	-18	0%	-7%	?	0%
CC(C)C[C@H](NC(=O)c1nc[nH]c1C(=O)N[C@@H](CC(C)C)C(=O)OC(C)(C)C)C(=O)OCc1ccccc1	?	?	?	?	0	?	0%	-10%	?
COc1ccc(C2=NCC(CSc3nnc(-c4ccc5c(c4)OCO5)o3)S2)cc1 (stereo not given)	17%	?	29%	2%	-3	?	1%	-2%	-19%
O=C1c2cccc3c([N+](=O)[O-])ccc(c23)C(=O)N1O	?	-23%	21µM*	?	-2	-2%	nt	-26%	?
Cc1ccccc1OC/C(O)=C(\C#N)c1nc2ccccc2[nH]1	10%	19%	-4%	0%	24	12%	-12%	-7%	0%
O=c1n(Cc2ccccc2Cl)nc2n1-c1ccccc1SC2	-17%	-1%	5%	-2%	1	?	nt	0%	-15%
CC(=O)Nc1sc(-c2ccccc2)nc1-c1ccccc1	-83%[inhibitor]	20%	-43%[inhibitor]	-9%	?	-12%	-13%	3%	-10%
COc1cc(S(=O)(=O)N2CCC(c3nc4ccccc4s3)CC2)ccc1S(=O)(=O)NC1CCCC1	4%	1%	-5%	-12%	-2	?	-10%	-5%	4%
N/C(=N\OC(=O)CCCc1ccccc1)c1ccccc1	?	18%	8%	?	2	10%	36%	5%	24%
CCOCCCNC(=O)c1cc2sc(Cl)cc2n1CC	?	-19%	?	-22%[9.24 µM]	-10	?	-5%	-7%	?
CCOC(=O)Cc1csc(NC(=O)/C=C/c2ccco2)n1	-27%	-29%	5%	-19%	-9	-9%	1%	-3%	-4%
